MsrA inhibitor: bovine MsrA enzyme inhibitors, primary screen, biochemical, absorbance, HTS; Methionine sulfoxide reductase A (Bos taurus); purified bovine MsrA, absorbance read-out; inhibition, % at 15.5 µM; 360,000 tested, 0.75% active; in the data active means inhibition above about 4.5%;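 further: 0% = vehicle wells with enzyme and 100% = reference inhibitor wells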
eLon inh: inhibitors of E. coli Lon protease, primary screen, biochemical, fluorescence polarization; inhibition, % at 7.94 µM; P0A9M0; purified E. coli Lon protease; 360,000 tested, 0.42% active; in the data active means inhibition above about 13%, passing the limit was not always enough;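 further: 0% = enzyme with probe and DMSO and 100% = no enzyme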
Target sequence (P0A9M0 whole entry, looked up): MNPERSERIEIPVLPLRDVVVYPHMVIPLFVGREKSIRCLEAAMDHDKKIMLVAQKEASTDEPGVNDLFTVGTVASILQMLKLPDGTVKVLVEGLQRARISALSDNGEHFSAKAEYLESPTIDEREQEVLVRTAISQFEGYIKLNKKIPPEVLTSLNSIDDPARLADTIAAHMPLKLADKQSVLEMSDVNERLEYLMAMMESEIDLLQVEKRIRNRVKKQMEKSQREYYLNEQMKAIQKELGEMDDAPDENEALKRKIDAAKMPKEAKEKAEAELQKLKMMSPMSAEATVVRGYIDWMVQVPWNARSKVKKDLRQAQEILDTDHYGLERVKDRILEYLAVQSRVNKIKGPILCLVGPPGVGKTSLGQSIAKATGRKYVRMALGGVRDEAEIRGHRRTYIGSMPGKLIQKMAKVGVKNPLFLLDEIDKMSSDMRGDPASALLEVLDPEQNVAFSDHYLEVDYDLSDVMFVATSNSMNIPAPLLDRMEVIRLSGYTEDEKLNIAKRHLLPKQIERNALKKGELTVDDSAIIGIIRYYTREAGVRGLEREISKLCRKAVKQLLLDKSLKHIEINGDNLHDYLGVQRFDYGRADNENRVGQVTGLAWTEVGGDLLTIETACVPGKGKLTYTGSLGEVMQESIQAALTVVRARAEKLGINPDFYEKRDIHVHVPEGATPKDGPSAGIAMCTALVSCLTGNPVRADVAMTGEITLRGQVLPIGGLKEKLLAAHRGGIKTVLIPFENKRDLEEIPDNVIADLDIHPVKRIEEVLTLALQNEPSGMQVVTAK
bovine MsrA act: bovine MsrA enzyme activators, primary screen, biochemical, absorbance, HTS; purified bovine MsrA, absorbance read-out; activation, % at 10.6 µM; 360,000 tested, 0.3% active; AID 602163, 2012; in the data active means activation above about 7.5%;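 further: 0% = vehicle and 100% = reference activator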
FAS-TE inh: FAS thioesterase domain inhibitors, primary screen, biochemical, fluorescence intensity, uHTS; Fatty acid synthase (Homo sapiens), P49327; recombinant FAS-TE, OMFH fluorogenic substrate, fluorescence endpoint; inhibition, % at 15 µM; 360,000 tested, 0.67% active; AID 602261, 2012;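 active means compounds whose normalised, plate-corrected inhibition of enzyme fluorescence in the single-dose primary screen is 50% or more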;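 further: 0% = DMSO with enzyme and 100% = substrate without enzyme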
CSN deneddyl inh: inhibitors of CSN-mediated cullin deneddylation, primary screen, biochemical, fluorescence polarization, uHTS | COP9 signalosome complex subunit 5 (Homo sapiens), Q92905 | Purified CSN, SCF-Nedd8-OG deneddylation | inhibition, % at 12.5 µM | 360,000 tested, 0.38% active | AID 651999, 2013;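 active means pattern-corrected inhibition above about 35%, with an unprinted fluorescence ratio check between 0.5 and 1.5, limit read from the data, passing the limit was not always enough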;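 further: 0% = enzyme with substrate and 100% = substrate without enzyme; some results filed as inactive read as strong as hits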
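Assay system: purified human Csn5 enzyme expressed in HEK293T cells; Input: 0.24 nM Csn5 enzyme, final concentration; Reagent: 10 nM SCFSkp2-Nedd8OG; Compound dosing: 12.5 µM single point; Times: reaction 90 min, room temperature; Technique: fluorescence polarization readout.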
Rin1-Abl PPI inh: inhibitors of Rin1-Abl protein binding, primary screen, biochemical, TR-FRET. Tyrosine-protein kinase ABL1 (Homo sapiens) + Ras and Rab interactor 1 (Homo sapiens), …. inhibition, % at 7.35 µM. 360,000 tested, 0.4% active. AID 588664, 2011; in the data active means inhibition above about 5%, passing the limit was not always enough
PABP1 MLLE inh: inhibitors of PABP1 MLLE–PAM2 peptide binding, primary screen, biochemical, fluorescence polarization, FITC-PAM2, GST-MLLE; Polyadenylate-binding protein 1 (Homo sapiens), P11940; inhibition, % at 20 µM; 360,000 tested, 0.36% active; in the data active means inhibition above about 35%, passing the limit was not always enough;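 further: plate controls were DMSO wells with GST-MLLE for no effect and wells lacking GST-MLLE protein for full effect; some results filed as inactive read as strong as hits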
MT1-MMP act inh: blockers of MT1-MMP proenzyme processing, primary screen, HT1080 RFP-PRO-GFP cells, GFP/RFP fluorescence. GFP/RFP ratio change, % at 20 µM. AID 651647, 2012. 360,000 tested, 0.061% active. GFP/RFP ratio fluorescence, overnight; percent of plate control window, DMSO zero. Matrix metalloproteinase-14 (Homo sapiens), P50281;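 active means GFP/RFP ratio change of at least 30% with cell ATP level not reduced by more than half and red fluorescence within 50% of control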; further: strong numbers were not always called active
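Assay system: HT1080 RFP-PRO-GFP cells | Dosing: 20 µM single dose, 1% DMSO | Incubation: Cells overnight before dosing, compound overnight, 37 °C, 5% CO2 | Evaluation: GFP/RFP fluorescence ratio | Control set: DMSO-only wells and HT1080 RFP-L50D-GFP cell wells as references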
Rpn11 inh: Rpn11 (PSMD14) deubiquitinase inhibitors, primary screen, biochemical, fluorescence polarization, uHTS; 26S proteasome non-ATPase regulatory subunit 14 (Homo sapiens), O00487; human 26S proteasome, Ub4-pepOG fluorescence polarization; 20S core pre-blocked with epoxomicin; calls only at 20 µM; 360,000 tested, 0.59% active;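 active means inhibition at 20 µM, scaled to each plate's controls, above about 33%, limit read from the data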
Target sequence (O00487 whole entry, looked up): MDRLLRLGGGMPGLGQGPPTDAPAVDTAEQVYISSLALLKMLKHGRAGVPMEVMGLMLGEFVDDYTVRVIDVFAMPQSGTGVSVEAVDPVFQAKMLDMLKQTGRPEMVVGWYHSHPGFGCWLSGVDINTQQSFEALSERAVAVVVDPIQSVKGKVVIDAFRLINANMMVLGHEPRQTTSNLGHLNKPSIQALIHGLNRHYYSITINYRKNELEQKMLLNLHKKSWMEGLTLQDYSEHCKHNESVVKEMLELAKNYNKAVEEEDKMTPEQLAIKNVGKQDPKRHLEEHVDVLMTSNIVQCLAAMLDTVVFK
An asterisk follows results filed as active; i = inactive; nt = no result given.

SMILES	MsrA inhibitor	eLon inh	bovine MsrA act	FAS-TE inh	CSN deneddyl inh	Rin1-Abl PPI inh	PABP1 MLLE inh	MT1-MMP act inh	Rpn11 inh
CC1=C(C(=O)N2CCCCCC2)CC(CC(=O)NCCc2ccccn2)C(=O)N1Cc1ccc(F)cc1 (centres undefined)	-0.7	-5	-1	-1	-3	nt	nt	6	nt
CN(Cc1c(C(=O)N(C)Cc2ccccc2)nc2ccccn12)CC1Cc2ccccc2O1 (centres undefined)	0.3	10	-1	8	-18	2	-5	1	i
CCOC(=O)C1CCN(C(=O)COc2cccc3ccccc23)CC1	-0.9	-6	-1	-2	-4	-3	-15	1	i
O=C(Nc1ccccc1)OC1CC2CC1C1CCCC21 (centres undefined)	-0.1	14	-5	30	-6	-1	5	2	i
CCN(CC)C(=O)N1CCN(S(=O)(=O)c2ccc(C)cc2)CC1	0.3	-6	-3	-5	2	-2	-1	-3	i
COc1ccc(C(=O)OCCCOC(=O)c2ccc(OC)cc2OC)c(OC)c1	-0.1	-3	-4	6	-4	3	7	-1	i
CC(NC(=O)c1cc2cc(Br)ccc2oc1=N)c1ccccc1 (centres undefined)	-1.5	-6	-5	9	9	0	-4	-1	i
O=C(Nc1cccc(Oc2ccccc2)c1)C1Cc2c(-c3ccco3)ccnc2O1 (centres undefined)	1.3	4	-7	19	18	-2	5	-2	i
CNC(=O)C(=O)N/N=C/c1ccc(Br)cc1	-0.3	-3	-1	-7	2	-3	15	5	i
CN(C)c1nc(N)nc(-c2ccco2)n1	-0.5	-4	-4	-2	2	2	-6	-1	i
O=c1ccc(-c2ccc([N+](=O)[O-])cc2)nn1-c1ccccc1	0.1	4	-3	13	1	-1	7	2	i
CCOC(=O)[C@]12CCC=C1N(Cc1ccc3c(c1)OCO3)C(=O)[C@H](CC(=O)NCc1ccc(OC)c(OC)c1)C2	1.2	2	-3	-3	5	nt	nt	4	nt
O=C(Nc1ccncc1)c1cccs1	0.6	-7	-1	0	-1	-6	7	-10	i
COc1ccccc1N1CCN(S(=O)(=O)CCNC(=O)C23CC4CC(CC(C4)C2)C3)CC1	0.9	0	-2	2	-2	-2	1	8	i
COc1ccc(Cl)cc1NC(=O)CN1CCN(S(=O)(=O)c2ccc(F)cc2)CC1	0.5	-3	-1	18	1	1	7	-5	i
Cc1ccc(CNC(=O)C2CCC(=O)N(Cc3ccccc3F)C2)s1 (centres undefined)	0.9	-11	-4	-2	0	1	-12	-4	i
CCOc1ccc(NC(=O)CN2C(=O)C(C)SC(C)C2=O)cc1 (centres undefined)	-0.5	-6	-5	-4	11	0	-2	-1	i
COCCN(C(=O)c1c(C)noc1C)c1c(N)n(CC(C)C)c(=O)[nH]c1=O	0.0	-7	-2	-5	-1	3	-65	2	i
O=C(Cc1cccs1)N/N=C/C=C/c1ccccc1	0.8	11	-3	-12	5	-3	-6	-1	i
CC(C)c1ccc(NC(=O)C2=CC=CN3CCS(=O)(=O)N=C23)cc1	0.9	2	-7	1	-8	-1	2	7	i
Cc1ccc(S(=O)(=O)N2CCC(C(=O)NNS(=O)(=O)c3ccc(Cl)cc3)CC2)cc1	-1.2	1	2	2	-6	1	5	0	i
CC(Sc1n[nH]c(N)n1)C(=O)NC1CCCCC1C (centres undefined)	-1.2	-14	-7	-8	-4	3	-16	1	i
Cc1noc(C)c1COc1ccc(CC(=O)NCCc2ccccc2)cc1	-0.1	-4	-3	-4	-2	3	-16	4	i
CCCN(C(=O)COC(=O)CCOc1ccccc1C)c1c(N)n(Cc2ccccc2)c(=O)[nH]c1=O	0.5	-13	0	-10	2	2	2	-5	i
COc1cccc2[nH]c(C(=O)NCc3ccccc3)cc12	1.7	4	-3	-6	0	2	4	-9	i
CCc1ccccc1NC(=O)c1cc([N+](=O)[O-])ccc1N1CCOCC1	0.1	-9	2	13	0	2	7	0	i
COC(=O)c1sc(-c2ccc(C(C)(C)C)cc2)cc1NC(=O)COCC(=O)O	1.7	-1	-4	-49	2	3	-2	-6	i
CC(=O)Nc1ccccc1C(=O)C(=O)Nc1cccc(C(=O)NCc2ccccc2)c1	0.5	-6	-4	-6	-3	0	0	6	i
CC(CNS(=O)(=O)c1ccc2c(c1)CC(=O)N2C)c1ccccc1 (centres undefined)	-0.4	-2	-3	-1	-5	0	9	0	i
CCC(=O)N1CCN(C(=O)c2ccccc2)CC1	-0.3	-6	-1	0	-2	7	-1	0	i
CCOC(=O)C1CCCN(C(=O)c2ccccc2NC(C)=O)C1 (centres undefined)	1.6	7	-2	-5	-1	0	-3	4	i
COc1ccc(NC(C)=O)cc1S(=O)(=O)Nc1ccc(S(=O)(=O)N2CCCCC2)cc1	1.6	0	-3	-6	-2	2	-7	2	i
C(=N\Nc1nc(Nc2ccccc2)nc(Nc2ccccc2)n1)/c1ccncc1	1.2	2	-3	-2	-6	1	-6	1	i
COCCCN1CC(=O)N2C(c3cccc(OC)c3)c3[nH]c4ccccc4c3C[C@H]2C1=O (some centres undefined)	-1.2	-2	-1	0	2	3	-9	2	i
COc1ccc(CC(=O)Nn2c(-c3ccccc3)nc3ccccc3c2=O)cc1	0.5	11	-7	-12	0	-2	19	-2	i
O=C(CSc1ccccc1C(=O)NCc1ccccc1)NC12CC3CC(CC(C3)C1)C2	0.0	5	-2	11	-2	-3	-9	-6	i
CCOc1cc(S(=O)(=O)Nc2ncn[nH]2)ccc1Br	-0.4	-14	-1	-6	2	3	16	2	i
COc1ccc(Cl)cc1C(=O)NC1CC(C)(C)NC(C)(C)C1	-0.3	8	2	-9	-5	-1	-4	3	i
COc1ccccc1CNC(=O)Cn1ccsc1=N	1.4	-1	0	-10	-5	3	7	1	i
CCN(C#N)c1nc(NC(C)C)nc(NC(C)(C)C)n1	-0.1	0	-6	2	-3	0	-5	5	i
CN(Cc1cccc(Cl)c1)C(=O)C1CCC(=O)N(C2CC2)C1 (centres undefined)	0.3	-5	-1	-3	-2	1	-3	2	i
CCn1c(CC(=O)Nc2ccccc2)nnc1SCC(=O)Nc1nncs1	0.3	3	-1	-8	-5	-2	16	4	i
C=CCn1c(SCc2c(F)cccc2Cl)nnc1-c1ccco1	-1.8	6	-12	-3	3	-3	-9	-5	i
COc1ccc(C(=O)N2CCc3ccccc32)cc1S(=O)(=O)N1CCOCC1	0.0	2	-1	-1	3	0	-23	1	i
CCOC(=O)Cc1csc(NC(=O)COc2ccc3c(C)cc(=O)oc3c2)n1	1.4	-1	-2	26	-3	2	-10	-3	i
c1cc2c(cc1CN1CCOCC1)OCO2	0.7	0	-9	-6	-5	1	2	2	i
O=C(COc1cccc(Oc2ccccc2)c1)Nc1ncccn1	0.9	0	3	-1	-1	0	-2	0	i
CCN(CC)C(=O)C1=C(C)N(Cc2ccc(C(C)(C)C)cc2)C(=O)C(CC(=O)NCCN2CCOCC2)C1 (centres undefined)	0.4	-1	0	-7	-1	0	7	1	i
Cn1c(SCC(=O)N2CCN(C(=O)c3ccco3)CC2)nnc1-c1ccc(NS(C)(=O)=O)cc1	0.3	7	-1	-5	-2	2	1	7	i
O=Nc1c(O)ccc2cc(S(=O)(=O)O)ccc12	nt	2	-4	-8	5	9	35	5	i
COc1ccc(-n2nnnc2SCC(=O)NC2CC2)cc1	0.0	-11	-2	-4	-1	0	4	2	i
N#Cc1ccc(N2C(=O)[C@@H]3C(C(=O)c4ccc5ccccc5n4)=NN[C@@H]3C2=O)cc1	1.4	-8	-4	-12	-1	-1	16	-2	i
O=C1Nc2ccc(S(=O)(=O)NCc3ccccn3)c3cccc1c23	2.0	-13	-3	-8	10	-8	-15	7	i
CC(C)N(Cc1cnn(C)c1)Cc1nc(Cc2ccccc2Cl)no1	0.8	-2	-7	-3	-3	-3	1	-4	i
CC1CC(=O)N(c2ccc(NCc3ccc(Cl)cc3)c([N+](=O)[O-])c2)C1=O (centres undefined)	0.1	0	-3	13	39*	-4	-1	9	nt
COc1ccc(-c2c(C#N)c(N)nc3sc(C(=O)c4ccc(C)cc4)c(N)c23)cc1	-1.5	-22	3	-1	15	2	-14	-1	nt
COC(=O)CSc1nnc(-c2sc3ccccc3c2Cl)o1	-0.1	-10	-5	3	-3	-5	-106	2	i
O=C(NCCO)c1ccc(Oc2ccc(C(F)(F)F)cc2[N+](=O)[O-])cc1	-0.4	-2	-1	-3	-4	1	0	4	i
CCOC(=O)c1sc(NC(=O)CSc2n[nH]c(-c3ccncc3)n2)c(C#N)c1C	-1.0	-8	-3	-16	0	-3	-28	0	i
CC1=NCC(C)c2ccccc21 (centres undefined)	1.1	3	-5	-8	-1	4	-16	-3	i

3 entries from above, with bars between the fields.
molecule | MsrA inhibitor | eLon inh | bovine MsrA act | FAS-TE inh | CSN deneddyl inh | Rin1-Abl PPI inh | PABP1 MLLE inh | MT1-MMP act inh | Rpn11 inh
CCN(CC)C(=O)C1=C(C)N(Cc2ccc(C(C)(C)C)cc2)C(=O)C(CC(=O)NCCN2CCOCC2)C1 (centres undefined) | 0.4 | -1 | 0 | -7 | -1 | 0 | 7 | 1 | i
Cn1c(SCC(=O)N2CCN(C(=O)c3ccco3)CC2)nnc1-c1ccc(NS(C)(=O)=O)cc1 | 0.3 | 7 | -1 | -5 | -2 | 2 | 1 | 7 | i
O=Nc1c(O)ccc2cc(S(=O)(=O)O)ccc12 | nt | 2 | -4 | -8 | 5 | 9 | 35 | 5 | i

Next part.
SMILES	MsrA inhibitor	eLon inh	bovine MsrA act	FAS-TE inh	CSN deneddyl inh	Rin1-Abl PPI inh	PABP1 MLLE inh	MT1-MMP act inh	Rpn11 inh
COc1cc(-n2c(=O)c3ccccc3n(Cc3cccc(F)c3)c2=O)cc(OC)c1OC	1.6	4	-2	-8	6	1	9	0	i
CN(C)S(=O)(=O)c1ccc(N2CCCC2)c(C(=O)N2CCN(c3ccc([N+](=O)[O-])cc3)CC2)c1	1.1	-5	-1	12	4	-3	-8	-1	i
Cc1onc(-c2c(Cl)cccc2Cl)c1-c1nc2cc(Cl)ccc2c(=O)o1	1.4	-15	-2	54*	-1	3	-1	0	i
CC(C)c1nc2sc3c(c2c(=O)[nH]1)CC(C)(C)OC3	0.9	-3	-4	0	1	1	-11	-2	i
COc1ccc(C(CNC(=O)c2cccc(S(=O)(=O)N3CCCC(C)C3)c2)N(C)C)cc1 (centres undefined)	0.4	-4	-2	0	-3	0	9	5	i
O=C(NCc1ccccc1)c1cc(C2CCCN(S(=O)(=O)c3cccc4cccnc34)C2)on1 (centres undefined)	0.2	10	-1	10	-4	-1	14	-1	i
COCC#Cc1ccc2c(c1)O[C@@H](CN(C)S(=O)(=O)c1cccc(F)c1)[C@@H](C)CN([C@H](C)CO)S2(=O)=O	-0.9	-5	-1	9	5	-4	2	-5	i

Bioassay records: PubChem BioAssay, several laboratories
